# KKLEB cytotox: CF airway cell cytotoxicity counter-screen; KKLEB CF airway cells viability, ATPlite luminescence, overnight; active compounds read low; cells stimulated with P. aeruginosa culture filtrate; activity change (cytotoxicity), % at 5 µM; 360,000 compounds, 0.36% hits;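 active means corrected activity change at or below -50% at 5 µM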
# TRAIL sens C8: sensitizes caspase-8 expressing cells to TRAIL. inhibition (viability loss, TRAIL sensitization), % at 10 µM. NB7+C8 cells + TRAIL, ATPlite viability luminescence. 360,000 compounds, 1% hits;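 active means compounds causing at least 50% loss of cell viability in the single-dose screen, relative to plate controls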
# CF NFkB block: cystic fibrosis NF-kB activation inhibition | KKLEB NF-kB-GFP reporter, PAF-induced, GFP fluorescence overnight | inhibition, % at 5 µM | 360,000 compounds, 0.86% hits | AID 588850;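 active means at least 50% inhibition at 5 µM, scaled per plate between neutral and stimulator controls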;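 further: PAF is a Pseudomonas aeruginosa culture filtrate used as stimulus; plate controls were PAF-stimulated DMSO wells for no effect and unstimulated DMSO wells for full effect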
# EBV LMP1 NFkB: Epstein-Barr LMP1 NF-kappaB reporter inhibition. LMP1-induced NF-kappaB luciferase reporter cells, luminescence. inhibition, % at 12.5 µM. 350,000 compounds, 0.69% hits; in the data active means inhibition above about 41%;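 further: 0% = neutral control wells and 100% = reference inhibitor control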
# NCOA3 inh: inhibits human SRC3 coactivator; Q9Y6Q9; HEK293 GAL4-SRC3 luciferase reporter, luminescence; inhibition, % at 3.6 µM; 360,000 compounds, 0.17% hits; AID 588352;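 active means inhibition above a per-campaign cutoff, the mean of all compounds plus 3 SD, cut at about 60% in these data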;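 further: 0% = DMSO-treated cells and 100% = gossypol-treated cells at 36 µM; higher means less SRC3-driven luciferase light from the GAL4 reporter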
# SRC1 inh: inhibits human SRC1 coactivator; HEK293 GAL4-SRC1 luciferase reporter, luminescence; inhibition, % at 3.6 µM; 360,000 compounds, 0.12% hits;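 active means inhibition above the campaign mean plus 3 SD, with each screening campaign given its own cutoff, cut at about 60% in these data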;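 further: 0% = DMSO treated cells and 100% = gossypol at 36 µM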
# SRC2 inh: human SRC2 (NCOA2) inhibition; HEK293 GAL4-SRC2 luciferase reporter, luminescence; inhibition, % at 9 µM; 370,000 compounds, 0.17% hits; AID 651957;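 active means inhibition above the mean inhibition of all tested compounds plus 3 SD, set per campaign, cut at about 52% in these data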;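 further: 0% = DMSO treated cells and 100% = cells given Gossypol at 36 µM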
# TWEAK-Fn14 inh: blocks TWEAK-Fn14 interaction in a reporter cell assay; TWEAK-stimulated Fn14 reporter cells, luciferase luminescence, 8 h; inhibition, % at 10 µM; 360,000 compounds, 2% hits; AID 1159606; in the data active means inhibition above about 50%
# LRH-1 inv ag: inverse agonists of human LRH-1 (NR5A2); O00482; HEK293T StAR-luciferase reporter, LRH-1 transfected, 24 h; inhibition, % at 3.6 µM; 360,000 compounds, 0.13% hits;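 active means inhibition above the mean inhibition of all tested compounds plus 3 SD, cut at about 73% in these data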;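 further: 0% = DMSO wells and 100% = reporter-only cells lacking LRH-1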
# COUP-TFII inh: NR2F2 (human) inhibition, primary screen; inhibition, % at 8.6 µM; AID 686940; HEK293T NGFI-A luciferase reporter, luminescence; P24468; 370,000 compounds, 0.7% hits;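 active means inhibition above a per-plate cutoff, mean inhibition of test wells between control levels plus 3 SD, cut at about 38% in these data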;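 further: cells cotransfected with COUP-TFII expression vector driving the NGFI-A reporter; 0% = median of COUP-TF2 test wells and 100% = reporter-only cells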
# TROY signal inh: inhibitors of TROY-dependent NF-kB signaling. Q293 LMP1-TROYcd NF-kB luciferase reporter, 4 h. inhibition, % at 10 µM. 360,000 compounds, 0.98% hits. AID 1347056;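 active means compounds whose plate-normalised and pattern-corrected inhibition of the luciferase reporter signal at the single screening dose is 50% or more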
# Starred values were filed as active, the others as inactive; . = not tested or not shown.
item	Structure	KKLEB cytotox	TRAIL sens C8	CF NFkB block	EBV LMP1 NFkB	NCOA3 inh	SRC1 inh	SRC2 inh	TWEAK-Fn14 inh	LRH-1 inv ag	COUP-TFII inh	TROY signal inh
1	OC(CNCCc1ccc(Cl)cc1)COCc1ccco1 (configuration not stated)	-1	0	3	0	-19	5	-26	6	4	-11	-40
2	O=C(O)c1ccc(NS(=O)(=O)c2ccc(Cl)c(C(=O)Nc3ccccc3)c2)cc1	-6	-19	-14	8	1	5	-7	15	10	-5	11
3	CCOc1ccc2[nH]c(=O)c(C(c3nnnn3Cc3ccco3)N3CCN(C)CC3)cc2c1 (configuration not stated)	-6	5	-6	-5	-1	-2	3	-6	11	-6	34
4	COc1ccc(S(=O)(=O)N(CC(=O)N2CCOCC2)Cc2ccccc2)cc1	1	-2	6	5	12	7	-7	18	9	0	9
5	COc1cc(C2CC(=O)Oc3c(C(CCN4CCOCC4)c4ccc(N(C)C)cc4)c(OC)cc(OC)c32)cc(OC)c1OC (configuration not stated)	0	0	3	-1	3	-4	2	-2	-3	-25	-9
6	CC(=O)c1sc(NC(=O)C2CC(=O)N(Cc3ccccc3)C2)nc1-c1ccccc1 (configuration not stated)	-13	-4	-3	9	14	-1	-12	15	4	5	-1
7	COc1ccc(S(=O)(=O)N2CCC(C(=O)N[C@@H](C)C(=O)NCc3ccc(F)cc3)CC2)cc1	-13	-1	-5	-5	-25	-57	-1	23	-16	12	14
8	Cc1cccc(C(C)C)c1NC(=O)c1ccc(COc2ccc3c(C)cc(=O)oc3c2)cc1	-3	18	4	4	10	-17	-14	-17	4	8	-4
9	Cc1ccccc1CN1CCN(Cc2cc(=O)c3ccccc3[nH]2)CC1CCO (configuration not stated)	2	-10	-5	-2	-4	-11	24	4	-4	1	-5
10	O=C(NNC(=S)NC(=O)c1ccc(F)cc1)c1cccnc1	16	9	-28	9	-44	-20	-9	-4	-5	-4	7
11	CCOC(=O)C1CCN(C(=O)c2cc(S(=O)(=O)N3CCCCC3)ccc2C)CC1	1	10	3	-4	5	-10	14	-9	-2	4	-1
12	CCCc1cc(=O)oc2cc(OCc3ccc(C(=O)O)o3)ccc12	-4	-16	11	-5	-17	-12	-22	-14	-1	-7	-34
13	COc1ccc(C2C(Oc3ccccc3)C(=O)N2c2cc(C)ccc2C)cc1OC (configuration not stated)	2	0	0	1	-8	-9	14	-14	5	2	-8
14	Cc1ccc(-n2nc3c(c2NC(=O)c2ccco2)CS(=O)(=O)C3)c(C)c1	1	4	-2	-4	-8	6	13	22	5	-13	-6
15	COc1ccccc1NS(=O)(=O)c1cccc(N2CC(O)=C(c3ccccc3)C2=N)c1	6	-4	-16	2	10	6	-13	4	1	1	0
16	CCOc1ccc(-c2cn(-c3ccccc3OC)c(=S)[nH]2)cc1	-11	25	-4	-14	-24	-25	-13	14	-13	11	31
17	COc1ccc(C(=O)N2CCN(c3ncnc4c(-c5ccccc5)nsc34)CC2)cc1	8	36	-7	10	-34	-5	-17	16	12	-13	6
18	NS(=O)(=O)c1cc(C(=O)O)cc(N2CCCC2)c1Oc1ccccc1	19	7	-8	-3	5	-12	-17	4	-3	-4	-2
19	Cc1cc(C(=O)OCC(=O)NC(C)c2ccccc2)c(C)o1 (configuration not stated)	9	-8	-3	-2	-1	15	4	-13	-2	-13	12
20	CCOc1ccc(S(=O)(=O)N2CCC(C(=O)N3CCN(c4ccccc4)CC3)CC2)cc1	1	18	1	-14	8	0	13	18	0	1	12

# In a second layout: entries from further up.
# Each structure is followed by: KKLEB cytotox, TRAIL sens C8, CF NFkB block, EBV LMP1 NFkB, NCOA3 inh, SRC1 inh, SRC2 inh, TWEAK-Fn14 inh, LRH-1 inv ag, COUP-TFII inh, TROY signal inh
5: COc1cc(C2CC(=O)Oc3c(C(CCN4CCOCC4)c4ccc(N(C)C)cc4)c(OC)cc(OC)c32)cc(OC)c1OC (configuration not stated)
    0, 0, 3, -1, 3, -4, 2, -2, -3, -25, -9
6: CC(=O)c1sc(NC(=O)C2CC(=O)N(Cc3ccccc3)C2)nc1-c1ccccc1 (configuration not stated)
    -13, -4, -3, 9, 14, -1, -12, 15, 4, 5, -1

# 5 entries from above, sorted by the number in CF NFkB block, largest number first:
nr | smiles | CF NFkB block | EBV LMP1 NFkB | NCOA3 inh | SRC1 inh | SRC2 inh | TWEAK-Fn14 inh | LRH-1 inv ag | COUP-TFII inh
14 | Cc1ccc(-n2nc3c(c2NC(=O)c2ccco2)CS(=O)(=O)C3)c(C)c1 | -2 | -4 | -8 | 6 | 13 | 22 | 5 | -13
6 | CC(=O)c1sc(NC(=O)C2CC(=O)N(Cc3ccccc3)C2)nc1-c1ccccc1 (configuration not stated) | -3 | 9 | 14 | -1 | -12 | 15 | 4 | 5
7 | COc1ccc(S(=O)(=O)N2CCC(C(=O)N[C@@H](C)C(=O)NCc3ccc(F)cc3)CC2)cc1 | -5 | -5 | -25 | -57 | -1 | 23 | -16 | 12
17 | COc1ccc(C(=O)N2CCN(c3ncnc4c(-c5ccccc5)nsc34)CC2)cc1 | -7 | 10 | -34 | -5 | -17 | 16 | 12 | -13
18 | NS(=O)(=O)c1cc(C(=O)O)cc(N2CCCC2)c1Oc1ccccc1 | -8 | -3 | 5 | -12 | -17 | 4 | -3 | -4

# The list continues.
item	Structure	KKLEB cytotox	TRAIL sens C8	CF NFkB block	EBV LMP1 NFkB	NCOA3 inh	SRC1 inh	SRC2 inh	TWEAK-Fn14 inh	LRH-1 inv ag	COUP-TFII inh	TROY signal inh
21	Cc1nnc(Sc2cc(NCCCO)c([N+](=O)[O-])c3nonc23)s1	6	7	-7	-1	-12	-1	-26	-5	4	3	10
22	Cc1cccc(OCCn2c(=O)sc3ccccc32)c1	2	-17	-8	-30	-46	-75	-63	-23	-107	-37	-18
23	CN(c1ccccc1)S(=O)(=O)c1cccc(C(=O)NCC(c2cccs2)N2CCOCC2)c1 (configuration not stated)	-7	-11	-13	3	-3	-3	16	4	-14	13	-5
24	COc1ccc(C(C(=O)NC2CCCCC2)N(Cc2cccnc2)C(=O)c2snc(C(N)=O)c2N)cc1 (configuration not stated)	5	-21	-16	-5	12	8	1	9	13	-21	-9
25	O=C(CSc1nc2ccsc2c(=O)n1CC1CCC(C(=O)O)CC1)c1ccc(Cl)cc1 (configuration not stated)	-8	-7	0	7	2	-5	4	2	0	-4	7
26	CCOC(=O)C1=C(c2ccccc2)N(C)C(=O)NC1c1ccc(O)c(OC)c1 (configuration not stated)	6	-2	-12	-1	8	-10	10	4	6	15	-17
27	CCCCOc1ccc(-c2nc(=S)[nH][nH]2)cc1	15	61*	-20	-13	-46	-46	-49	-12	-72	-6	-20
28	CC1CCN(S(=O)(=O)c2ccc(S(=O)(=O)N3CCC4(CC3)OCCO4)cc2)CC1	6	-7	-16	2	8	-1	-22	-21	-10	22	9
29	Cc1nn(CC(=O)NCc2ccccc2)c(C)c1[N+](=O)[O-]	2	-15	2	4	-1	-4	-3	4	8	-5	2
30	Nn1c(COc2ccc(Cl)cc2)nc2ccccc2c1=O	-9	7	-9	-12	-58	-59	-58	-67	-115	-28	-73
31	Clc1cccc(-c2nc3ccc(Br)cn3c2Cc2ccccc2)c1	-4	8	4	.	-30	-43	-54	-1	-74	-41	-37
32	O=C(CNC(=O)c1ccccc1Br)Nc1cccc(S(=O)(=O)Nc2ccccc2Cl)c1	7	16	-13	5	5	-6	11	2	9	-2	0
33	C=CCNC(=O)c1snnc1-c1ccccc1	2	-26	11	-8	-3	0	-25	2	10	7	20
34	COc1cc(OC)cc(-c2sc3ccc(OC)cc3c2-c2ccc(O)cc2)c1	-7	2	8	3	-3	-2	17	-8	7	9	6
35	COc1ccccc1N1CCN(CCN2C(=O)CC3(CCCC3)CC2=O)CC1	5	0	-5	3	2	-18	0	1	-13	11	19
36	CC(C)NC(=O)N(C)C[C@H]1Oc2ccc(NS(=O)(=O)c3cn(C)cn3)cc2C(=O)N([C@H](C)CO)C[C@@H]1C	-21	-30	-14	0	-7	-1	-13	-17	-8	-9	6
37	COc1ccc(C2/C=C\CN3CCC[C@H]3C(=O)N2Cc2ccc(F)cc2)cc1 (some centres not stated)	9	-1	10	-9	-10	-12	-9	-16	-18	2	-17
38	CC(=O)NCCc1ccc(C(=O)COC(=O)c2ccc(C)s2)cc1	4	-1	-18	-10	11	-13	-3	-21	14	4	-16
39	COc1ccc(C(N)c2csc(Nc3cc(Oc4ccccc4)ncn3)n2)cc1 (configuration not stated)	7	36	34	.	3	1	15	-23	8	4	18
40	CCOc1ccc(NC(=O)CSc2nnc(C)n2CCCOC)cc1	-11	-8	21	-4	-4	1	8	10	17	12	4

# Next section
item	Structure	KKLEB cytotox	TRAIL sens C8	CF NFkB block	EBV LMP1 NFkB	NCOA3 inh	SRC1 inh	SRC2 inh	TWEAK-Fn14 inh	LRH-1 inv ag	COUP-TFII inh	TROY signal inh
41	Cc1cc(N2CCN(CC(O)C(F)(F)F)CC2)c2ccccc2n1 (configuration not stated)	10	10	0	-6	-4	8	-3	3	-9	2	-5
42	COc1ccc(C(=O)Nc2ccccc2C(=O)NCc2cccnc2)cc1	-10	31	17	1	-15	8	4	8	5	3	-3
43	C=CCOc1cccn2c(N(C=O)Cc3ccccc3)c(CC)nc12	5	-12	18	.	6	-2	17	2	7	11	2
44	CS(=O)(=O)N1CCC(C(=O)c2cccc(Cl)c2)CC1	11	-7	-1	2	4	-2	7	9	8	11	-3
45	CCOC(=O)CSc1ccc2ccccc2n1	12	5	2	-2	12	-20	-47	-15	-9	3	-28
46	COc1ccc(C2C(C#N)=C(N)Oc3cc(O)ccc32)cc1Cl (configuration not stated)	-9	0	33	7	-6	5	-13	-30	-10	-13	-19
47	O=S(=O)(Nc1ncnc2sc3c(c12)CCC3)c1ccc2ccccc2c1	1	5	8	5	4	-2	-3	30	-4	7	.
48	COc1ccc(CNc2cc(NCCCO)c([N+](=O)[O-])c3nonc23)cc1	0	19	12	2	25	18	10	22	14	10	22
49	CC1CC(OC(=O)C2CCN(S(=O)(=O)c3ccc(F)cc3)CC2)C(=O)O1 (configuration not stated)	-19	-7	26	3	13	-2	6	-12	-14	-13	11
50	CCc1ccc(Oc2nc([N+](=O)[O-])nn2C)cc1	6	-8	9	5	12	-12	-9	0	14	-10	-3
51	CS(=O)(=O)N(Cc1ccco1)CC(O)Cn1cc(C=O)c2ccccc21 (configuration not stated)	-4	13	-1	-13	13	7	10	2	-19	-10	-2
52	CCOc1ccc(S(=O)(=O)N(C)c2ccc(OCC(=O)Nc3nc4ccccc4s3)cc2)cc1	6	22	-12	20	7	2	-10	74*	-2	-1	34

# 3 compounds picked at random from the list so far, as already listed:
item	Structure	KKLEB cytotox	TRAIL sens C8	CF NFkB block	EBV LMP1 NFkB	NCOA3 inh	SRC1 inh	SRC2 inh	TWEAK-Fn14 inh	LRH-1 inv ag	COUP-TFII inh	TROY signal inh
48	COc1ccc(CNc2cc(NCCCO)c([N+](=O)[O-])c3nonc23)cc1	0	19	12	2	25	18	10	22	14	10	22
49	CC1CC(OC(=O)C2CCN(S(=O)(=O)c3ccc(F)cc3)CC2)C(=O)O1 (configuration not stated)	-19	-7	26	3	13	-2	6	-12	-14	-13	11
52	CCOc1ccc(S(=O)(=O)N(C)c2ccc(OCC(=O)Nc3nc4ccccc4s3)cc2)cc1	6	22	-12	20	7	2	-10	74*	-2	-1	34

# No enrichment for hits; any-hit rate near 4.2%.
